# TSG101-PTAP inh = blocks PTAP/TSG101 interaction to inhibit HIV-1 budding; Potency, µM (doses to about 115 µM), inactives show at the top dose activity change, negative = inhibition, most hits filed as inhibitors; 340,000 tested, under 10 active; Fluorescence polarization, FITC-PTAP peptide / Tsg101 binding; Q99816; active = well fitted inhibition curve with a large enough effect in the main read-out, with a control signal flat, not every such curve was filed as active; inconclusive = small, poorly fitted or top-dose-only effect, or effect the other way, or a change in a side signal; inactive = no such curve, though single readings can be large or run the other way; also: potency is read from the fitted curve at half-maximal effect; % of control where 0% means no effect
#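 Fluorescence polarization binding of Tsg101 binding domain (10 uM final) to FITC-labeled PTAP peptide (50 nM final) in HEPES pH 7.5 buffer with NaCl, Tween 20, EDTA, TCEP. Compounds added before peptide; binding 20 min at RT.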
# TCR activator = T cell receptor activation; primary human leukocytes, anti-CD3, IL-2 HTRF, 48 h; Potency, µM (titrated, usually from 9.22 µM), for inactives: at the top dose activation of IL-2 secretion, usual class: activators; 330,000 tested, under 10 active; also: % of control where 0% means no effect
#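 Primary human leukocytes were stimulated with a-CD3 beads plus compounds for 48 hr without co-stimulation; secreted IL-2 was quantified by HTRF using a-IL-2-K (europium cryptate) and a-IL-2-d2, excited at 320nm with acceptor emission read at 665nm.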
# Mito fusion yeast = inhibitors of mitochondrial division or activators of mitochondrial fusion; 320,000 tested, 0.23% active; Potency, µM (titrated, usually from 46.1 µM), without a hit: top-dose growth rescue (activation), actives largely listed as activators; AID 485298; S. cerevisiae fusion-defective mutant growth rescue, CellTiterGlo 48 h;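 also: potency is read from the fitted curve at half-maximal effect; % of control where 0% means no effect; nearly all actives have a fitted effect of over 45% in size; temperature-sensitive fusion mutants such as fzo1-1 at 37 °C on non-fermentable ethanol glycerol medium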
#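 Read-out: ATP-based luminescence (CellTiterGlo, 10 min ambient) reporting growth of fusion-defective ts yeast after 48 hours at 37C on glycerol/ethanol YPEG medium in the presence of compound.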
# Menin-MLL TR inh = inhibitors of human menin-MLL interaction, mutant MLL peptide | O00255 | 270,000 tested, 0.23% active | Potency, µM (top dose mostly 61.6 µM), without a hit: at the highest dose FP activity change, negative = inhibition, usual class: inhibitors | AID 1768 | Menin + Texas Red MLL mutant peptide, fluorescence polarization; active = well fitted inhibition curve with a large enough effect in the polarisation, with a control signal flat, not every such curve was filed as active; inconclusive = small, poorly fitted or top-dose-only effect, or effect the other way, or a change in a side signal; inactive = no such curve, though single readings can be large or run the other way; the % refers to the polarisation; also: potency is read from the fitted curve at half-maximal effect; % of control where 0% means no effect; many of its hits are not listed in these tables
# MBNL1 CUG block = MBNL1-poly(CUG) RNA binding inhibition | Q9NR56 | TR-FRET MBNL1-His/biotin-(CUG)12 binding, 665/545 ratio | AID 2675 | Potency, µM (titrated, usually from 57.5 µM), for the others: at the top dose activity change, negative = inhibition, actives largely listed as inhibitors | 280,000 tested, 0.036% active; active = well fitted inhibition curve with a large enough effect in the signal ratio, with a control signal flat, not every such curve was filed as active; inconclusive = small, poorly fitted or top-dose-only effect, or effect the other way, or a change in a side signal; inactive = no such curve, though single readings can be large or run the other way; the % refers to the signal ratio; also: potency is read from the fitted curve at half-maximal effect; % is scaled to controls: 0 for no effect and ±100 for the full control effect
#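 Compounds (final 92 nM to 58 uM) are added to His-tagged MBNL1 and biotin-(CUG)12, then terbium anti-His antibody and streptavidin-XL665 (5 nM final). After 60 min at room temperature, the 665/545 nm ratio is read.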
# TSHR antagonist = antagonists of human thyroid stimulating hormone receptor | TSHR-expressing cells, TSH-stimulated cAMP HTRF, 2 h; stronger effect = lower value | activity change, negative = inhibition, % at 11.5 µM | 330,000 tested, 0.2% active | AID 504810;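 active = activity change below a set negative limit, meaning inhibition stronger than a set level, cut at about -70% in these data; inconclusive = activity change between two set negative limits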; also: % is scaled to controls: 0 for no effect and ±100 for the full control effect
#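 Read-out is FRET at 665 nm (cryptate excitation 337 nm) from a cryptate-tagged anti-cAMP antibody, competed by cell cAMP against cAMP-d2. Compounds are tested on freshly harvested TSHR cells challenged with 4nM TSH (EC80) for 2 hours at 37 deg C.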
# MLL CXXC-DNA inh = inhibitors of human MLL CXXC domain-DNA interaction. Q03164. MLL-CXXC / FITC-HOXA9 DNA fluorescence polarization. Potency, µM (top dose mostly 115 µM), without a hit: at the highest dose activity change, negative = inhibition, actives largely listed as inhibitors. 290,000 tested, 0.037% active. AID 2662; active = well fitted inhibition curve with a large enough effect in the polarisation, with a control signal flat, not every such curve was filed as active; inconclusive = small, poorly fitted or top-dose-only effect, or effect the other way, or a change in a side signal; inactive = no such curve, though single readings can be large or run the other way; the % refers to the polarisation; also: potency is read from the fitted curve at half-maximal effect
#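 Fluorescence polarization: 7 uM MLL-CXXC (stock) preincubated 5 min with compounds, then 50 nM fluorescein-HOX-A9 DNA (stock) added; 30 min ambient. Buffer 50 mM Tris-HCl pH 7.5, 50 mM NaCl, 1 mM DTT, 0.05% BSA.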
# a7 integrin act = integrin-mediated muscular dystrophy alleviation activation; 350,000 tested, 0.064% active; alpha7betagal myoblasts, beta-gal FDG fluorescence, 48 h; AID 624291; Potency, µM (titrated, usually from 38.3 µM), for the others: at the top dose activation, hits mostly activators;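 also: potency is read from the fitted curve at half-maximal effect; 100% = response of the positive control SU9516; nearly all actives have a fitted effect of over 60% in size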
#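 alpha7betagal+/- myoblasts (passage 13, 250/well) treated 48 h at 37C with compounds at 1:260 dilution of DMSO stock. Lysed, then beta-galactosidase activity read as FDG fluorescence (ex 480/em 540) after 30 min, with pre-read for autofluorescence.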
# S-ASM inh = human S-ASM enzyme inhibition. P17405. 340,000 tested, 0.006% active. AID 504937. Potency, µM (highest dose often 57.5 µM), for the others: at the top dose activity change, negative = inhibition, actives largely listed as inhibitors. placental ASM, HMU-PC fluorogenic substrate, 60 min; also: potency is read from the fitted curve at half-maximal effect
#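 Human placenta-derived ASM enzyme was preincubated with compound for 10 minutes at room temperature, then given fluorogenic substrate HMU-PC0 (9 uM final) for 60 minutes at 37 °C; a pH 10 stop preceded fluorescence reading at Ex 386/Em 447 nm.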
# AT treatment = potential ataxia-telangiectasia treatments restoring KAP-1 phosphorylation; 320,000 tested, 0.19% active; Potency, µM (highest dose often 57.5 µM), for inactives: at the top dose activation, usual class: activators; AID 485349; […] A-T fibroblasts, KAP-1 phosphorylation AlphaLISA; neocarzinostatin DNA damage 30 min before lysis; also: potency is read from the fitted curve at half-maximal effect; % of control where 0% means no effect; nearly all actives have a fitted effect of over 45% in size
#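 ATM-like activity read as KAP-1 phosphorylation via AlphaLISA donor/acceptor antibody pairs after lysis and 6 hr at 25C. Cells were ATM-null patient fibroblasts ([…], hTERT), dosed 60 min, then exposed to the DSB inducer NCS for 30 min.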
# Active calls of the source: *; ? = inconclusive; . = not tested or not shown; [ ] = another dose, or the depositor's remark. Unless noted, calls follow the shape of the dose curve; as a rule, active = well fitted curve in the direction sought with a large enough effect; inconclusive = small, poorly fitted or top-dose-only effect, or another doubt; inactive = no such curve, though single readings can be large; an effect the other way counts as inactive or inconclusive.
SMILES,TSG101-PTAP inh,TCR activator,Mito fusion yeast,Menin-MLL TR inh,MBNL1 CUG block,TSHR antagonist,MLL CXXC-DNA inh,a7 integrin act,S-ASM inh,AT treatment
CCOC(=O)C1Cc2ccccc2CN1 (centres undefined),-4%,-11%,-1%,2%,7%,2,-4%,12%,8%,3%
O=C1/C(=C/c2cccnc2)SC(=S)N1CC1CCCO1 (centres undefined),-2%,-3%,-5%,-4%,?,-2,-7%,-50%[inhibitor],-4%,-14%
Cc1cc(NC(=O)CCC(=O)N(C2CC2)C(C(=O)NC(C)(C)C)c2ccccc2Cl)no1 (centres undefined),-1%,0%,-5%,?,0%,-9,-3%,-12%,-2%,0%
COCCn1c(=NC(=O)CCS(=O)(=O)c2ccccc2)sc2cc(C(=O)OC)ccc21,-2%,-20%,-1%,.,7%,-5,16%,?,5%,-2%
CC(OC(=O)CCCC(=O)Nc1ccccc1)C(=O)c1ccccc1 (centres undefined),0%,-3%,-1%,.,-2%,-11,7%,11%,6%,5%
CCOc1[nH]n(-c2ccc(Cl)cc2)c(=O)c1C=Nc1ccc(Cl)cc1,34%[activator],.,-4%,10%,-1%,-1,-5%,15%,-2%,0%
COC(=O)c1ccc(NC(=O)CN2CCN(c3ccccc3C)CC2)cc1,-14%,0%[46.1 µM],11%,-16%,6%,-8,-2%,8%,-4%,3%
CCC(C)(C)NC(=O)C(c1cccc(OC)c1OC)N(Cc1ccc(OC)cc1)C(=O)CCC(=O)Nc1cc(C)on1 (centres undefined),-5%,-4%,5%,.,-2%,.,5%,-19%,-7%,-6%
COc1ccccc1C(=O)NC(=O)COC(=O)c1cnc(C)cn1,0%,5%,1%,.,.,.,.,16%,-5%,-1%
Cc1cc2cc3c(cc2nc1SCC(=O)OC(C)C)OCO3,-4%,0%,-1%,0%,?,7,11%,-10%,0%,8%
COc1ccccc1N1CCN(C(=O)c2cccc(S(=O)(=O)N3CCCCCC3)c2)CC1,-6%,5%,11%,.,.,-3,.,-23%,-2%,-8%
CNC(=O)c1cc(C(=O)c2ccc(Cl)cc2)c(Br)[nH]1,1%,-1%,13%,19%,-3%,-6,?,-6%,-1%,-7%
Cc1ccc(OCC(=O)Nc2ccc3c(c2)C(=O)NC3=O)cc1,-1%,1%,1%,.,23%,-1,-3%,9%,1%,18%
O=C(NC(=S)Nc1ccc2c(c1)OCCO2)c1ccccc1F,-1%,-7%,-5%,3%,1%,-8,-1%,25%,11%,1%
COc1ccc(OC)c(C(=O)CSc2nc3ncccc3[nH]2)c1,-1%,1%,-2%,-5%,11%,9,-1%,17%,3%,?
Cc1ccc(C)c(-n2nnnc2SCC(=O)NNC(=O)c2ccco2)c1,2%,-1%,-7%,-12%,1%,-14,-3%,18%,-2%,7%[11.5 µM]
COc1ccccc1OC(=O)CCN1c2ccccc2Sc2ccccc21,1%,-8%[46.1 µM],22%,?,0%,-8,10%,16%,-8%,14%
CC1Cc2ccccc2N1C(=O)CSc1nnc(-c2ccc(S(=O)(=O)N3CCOCC3)cc2)n1C (centres undefined),0%,2%,-7%,2%,.,11,-8%,-19%,-1%,-1%
O=C(CSc1ccccc1)Nc1ccc(C(=O)Nc2ccc(O)cc2)cc1,3%,3%,-11%,9%,98%[activator],3,34%[activator],24%,-3%,-2%
CCOC(=O)c1c(C)[nH]c(C)c1S(=O)(=O)N(C)CC(=O)Nc1cccc(C)c1,-7%,5%,-15%,-11%,-2%,7,6%,2%,-9%,1%
COc1ccc(C(=O)OCC(=O)NC(=O)NC2CCCC2)c(O)c1,-3%,0%,-1%,0%,-6%,3,-6%,0%,-1%,-6%
CCOc1ccc(NC(=O)c2cccc3ccccc23)cc1,-11%,.,0%,?,1%,5,1%,19%,2%,1%
O=C(NCc1ccc2c(c1)OCO2)c1c(-c2ccsc2)sc2ccccc12,2%,2%,.,.,.,-20,.,-27%,-9%,2%
CCCCNC(=O)CSc1nc(O)c(Cc2ccc(OC)cc2)c(=O)[nH]1,1%,-1%,-2%,.,0%,4,3%,15%,6%,-6%
O=C(COC(=O)c1ccc(F)cc1)NCC1COc2ccccc2O1 (centres undefined),-1%,4%,.,.,.,-4,.,-9%,0%,-3%

# The list goes on (2 carried over from the part before).
SMILES,TSG101-PTAP inh,TCR activator,Mito fusion yeast,Menin-MLL TR inh,MBNL1 CUG block,TSHR antagonist,MLL CXXC-DNA inh,a7 integrin act,S-ASM inh,AT treatment
CCCCNC(=O)CSc1nc(O)c(Cc2ccc(OC)cc2)c(=O)[nH]1,1%,-1%,-2%,.,0%,4,3%,15%,6%,-6%
O=C(COC(=O)c1ccc(F)cc1)NCC1COc2ccccc2O1 (centres undefined),-1%,4%,.,.,.,-4,.,-9%,0%,-3%
O=C(Nc1ccc(S(=O)(=O)N2CCCC2)cc1)C1CCCCC1,-4%,0%,-3%,22%,0%,16,-5%,-3%,1%,-5%
CCOC(=O)Cn1c(=O)c(-c2cc(Br)ccc2N)nc2ccccc21,?,1%,0%,.,8%,6,?,-53%[inhibitor],-1%,-8%
O=C(CSCc1ccc(F)cc1)N1CCN(c2ccc(F)cc2)CC1,-7%,-3%,9%,7%,-12%,-5,-15%,12%,-1%,2%
COc1cccc(NC(=O)CN(C)C(=O)c2cccnc2Nc2cccc(C(F)(F)F)c2)c1,-5%,-18%,-4%,.,.,-8,.,-32%,-2%,-4%
CCc1ccc(O)c(N=Cc2ccccc2O)c1,-4%,0%,-4%,8%,0%,-12,-3%,0%,0%,3%
COc1ccccc1CNC(=S)Nc1ccc2nc(N3CCN(C)CC3)cc(C)c2c1,1%,-3%,?,-21%,3%,14,19%,-59%[inhibitor],149%[activator],-4%
CS/C(=N\S(=O)(=O)c1cccs1)Nc1ccc(F)cc1,-2%,-4%[46.1 µM],2%,3%,-18%,6,1%,5%,3%,3%
Cc1cc(Cl)c(OCCCNCc2ccccc2)c(Br)c1,-6%,-1%,-5%,?,-9%,-4,?,-63%[inhibitor],1%,-1%
CN1CCN(NS(=O)(=O)c2ccc(Cl)cc2)CC1,0%,2%,-4%,-5%,-4%,3,34%,-27%,-2%,1%
COc1ccc(NC(=O)CSc2ccc3nnc(-c4cccnc4)n3n2)c(OC)c1,-3%,3%,4%,-7%,9%,2,4%,10%,1%,0%
CC1CCCN(CCC(=O)Nc2ccc(Br)cc2)C1 (centres undefined),-4%,-10%[46.1 µM],1%,10%,-5%,5,3%,-24%,2%,-1%
CCOC(=O)Nc1nc(-c2ccc(Cl)cc2Cl)cs1,1%,4%[46.1 µM],12%,-5%,-5%,-9,8%,-16%,5%,22%
COc1ccc(SCC(=O)Nc2ccc(N3CCN(C)CC3)c(F)c2)cc1,-1%,4%,2%,0%,-4%,-6,3%,-15%,0%,-1%

# Exported with values under each structure: part of the list above.
# Each structure is followed by: TSG101-PTAP inh	TCR activator	Mito fusion yeast	Menin-MLL TR inh	MBNL1 CUG block	TSHR antagonist	MLL CXXC-DNA inh	a7 integrin act	S-ASM inh	AT treatment
O=C(Nc1ccc(S(=O)(=O)N2CCCC2)cc1)C1CCCCC1
 : -4%	0%	-3%	22%	0%	16	-5%	-3%	1%	-5%
CCOC(=O)Cn1c(=O)c(-c2cc(Br)ccc2N)nc2ccccc21
 : ?	1%	0%	.	8%	6	?	-53%[inhibitor]	-1%	-8%
O=C(CSCc1ccc(F)cc1)N1CCN(c2ccc(F)cc2)CC1
 : -7%	-3%	9%	7%	-12%	-5	-15%	12%	-1%	2%
COc1cccc(NC(=O)CN(C)C(=O)c2cccnc2Nc2cccc(C(F)(F)F)c2)c1
 : -5%	-18%	-4%	.	.	-8	.	-32%	-2%	-4%
CCc1ccc(O)c(N=Cc2ccccc2O)c1
 : -4%	0%	-4%	8%	0%	-12	-3%	0%	0%	3%
COc1ccccc1CNC(=S)Nc1ccc2nc(N3CCN(C)CC3)cc(C)c2c1
 : 1%	-3%	?	-21%	3%	14	19%	-59%[inhibitor]	149%[activator]	-4%
CS/C(=N\S(=O)(=O)c1cccs1)Nc1ccc(F)cc1
 : -2%	-4%[46.1 µM]	2%	3%	-18%	6	1%	5%	3%	3%

# Screening results (PubChem)

# An excerpt. The share of hits here may be higher or lower than overall.
